GAA glycogen mod: inhibitors or activators of human alpha-glucosidase glycogen cleavage | P10253 | Potency, µM (titrated, usually from 76.4 µM), for inactives: at the highest dose activity change, negative = inhibition, actives largely listed as inhibitors | recombinant GAA, glycogen substrate, Amplex Red glucose oxidase fluorescence | actives 0.38% (n = 300,000);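 further: 0% = full enzyme reaction and -100% = no-enzyme basal signal; the screen sought inhibitors and activators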
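Natural-substrate format: glycogen cleavage by 4 nM human enzyme, glucose read by Amplex Red coupling (Ex 573, Em 610 nm). Normalized to enzyme and no-enzyme controls.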
HTT aggregate: mutant huntingtin aggregation inhibition; Potency, µM (top dose mostly 46.1 µM), without a hit: top-dose activity change, negative = inhibition, usual class: inhibitors; actives 1.1% (n = 220,000); PC12 HttQ103-GFP aggregates, Acumen cytometry, 40 h; further: on the % scale 0 is the no-effect control and ±100 the full control effect; nearly all actives have a fitted effect of over 60% in size
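Read-out: GFP aggregate count by laser scanning cytometer (488 nm excitation, 500-530 nm emission, 1–25 µm objects >6 SD above background). Cells: PC12, inducible HTTex1-Q103-GFP, 100 nM tebufenozide; compounds titrated.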
IMPase Li cell: cell-permeable IMPase inhibitors with lithium potentiation; actives 0.35% (n = 210,000); CHO-M1 cells, IP1 TR-FRET (IP-One), carbachol + lithium; Potency, µM (top dose mostly 59.4 µM), inactives show at the top dose activity, negative = IMPase inhibition, hits mostly inhibitors;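 further: IP1 builds up when IMPase is blocked and the TR-FRET signal falls; plate controls were basal vehicle for no effect and high inhibitor control for full effect; nearly all actives have a fitted effect of over 50% in size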
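IP1 accumulation measured by competitive TR-FRET in lysed CHO-M1 cells after 30 min compound exposure at 37C, with a small lithium addition to potentiate weak responses. Hill-equation AC50 from ratio and donor-channel data.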
GAA inh: blocks human lysosomal alpha-glucosidase; purified human GAA, 4-MU-alpha-glucoside fluorescence; Potency, µM (series often up to 76.9 µM), inactives show at the highest dose activity change, negative = inhibition, hits mostly inhibitors; actives 0.005% (n = 200,000);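 further: plate controls were uninhibited enzyme wells for no effect and no-enzyme background for full effect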
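Fluorescence at Ex 365/Em 440 nm from 4-methylumbelliferone reported enzyme activity after 20 min at room temperature. Reactions used 4 nM enzyme and 400 uM substrate at pH 5.0; curves fitted with the Hill equation.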
HTT ATP protect: protects HTT-Q103 PC12 cells, measured by ATP | PC12 HTT-Q103 induced, cytoprotection, ATP luminescence, 40 h | AID 1471 | Potency, µM (series often up to 56.4 µM), for the others: cytoprotection (ATP increase), usual class: activators | actives 0.14% (n = 230,000);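 further: % of control where 0% means no effect; nearly all actives have a fitted effect of over 45% in size; toxic huntingtin expression switched on by the ecdysone agonist tebufenozide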
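Readout: ATPlite luminescence (ATP level). Model: stable PC12, inducible Htt exon1 Q103-GFP. Inducer: tebufenozide, 100 nM final. Compounds: dose series. No G418 in medium.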
GoLoco inh red: blocks human Gai1 binding to RGS12 GoLoco peptide, red readout; P63096; Gai1:RGS12 GoLoco peptide FP, rhodamine, 10 min; Potency, µM (doses to about 61.6 µM), for the others: at the highest dose activity, negative = inhibition, usual class: inhibitors; actives 0.44% (n = 230,000); AID 880; active means well fitted inhibition curve with a large enough effect, not every such curve was filed as active; inactive means no such curve, though single readings can be large or run the other way; further: on the % scale 0 is the no-effect control and ±100 the full control effect; nearly all actives have a fitted effect of over 30% in size; many of its hits are not listed in these tables
Target sequence (P63096 whole entry, looked up): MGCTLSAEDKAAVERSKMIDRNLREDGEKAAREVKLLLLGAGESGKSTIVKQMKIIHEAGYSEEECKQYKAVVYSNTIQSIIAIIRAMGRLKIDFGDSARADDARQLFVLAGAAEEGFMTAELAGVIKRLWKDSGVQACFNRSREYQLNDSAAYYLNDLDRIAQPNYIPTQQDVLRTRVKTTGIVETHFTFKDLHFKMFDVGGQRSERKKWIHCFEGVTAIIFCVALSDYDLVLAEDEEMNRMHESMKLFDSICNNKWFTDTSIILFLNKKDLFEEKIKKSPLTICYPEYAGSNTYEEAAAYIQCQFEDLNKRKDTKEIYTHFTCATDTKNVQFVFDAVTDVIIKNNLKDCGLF
GAA spleen mod: lysosomal alpha-glucosidase (human) modulation; human spleen homogenate, 4-MU-alpha-glucoside fluorescence; Potency, µM (titrated, usually from 79.9 µM), for inactives: at the highest dose activity change, negative = inhibition, hits mostly inhibitors; AID 2112; actives 0.006% (n = 240,000);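 further: 0% = enzyme with vehicle and -100% = no enzyme basal signal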
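Human spleen homogenate (1 ug) incubated with compounds and 1 mM 4-methylumbelliferyl-alpha-D-glucopyranoside in pH 5.0 citrate/phosphate buffer, 37 C, 40 min. Stopped at pH 10; 4-MU fluorescence (Ex 365/Em 440 nm); AC50 by Hill fit.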
An asterisk follows results filed as active; ? = inconclusive; / = not tested or not shown; [ ] = remark or other dose. Unless noted, the call rests on the fitted dose curve; in most records, active means well fitted curve in the direction sought with a large enough effect; inconclusive means small, poorly fitted or top-dose-only effect, or another doubt; inactive means no such curve, though single readings can be large; an effect the other way counts as inactive or inconclusive. Potency means the concentration at half of the fitted maximal effect.

Fields: HTT ATP protect | GAA glycogen mod | HTT aggregate | GAA inh | GoLoco inh red | GAA spleen mod | IMPase Li cell
COc1cccc(OC)c1CC1SC(=O)NC1=O (centres undefined)
  22% | -14% | -12% | 1% | 13% | -1% | -5%
Cc1ccc(-n2c(=O)c3sccc3n(Cc3cc(=O)n4cc(Cl)ccc4n3)c2=O)cc1F
  -33%[10 µM] | 9% | -10% | -1% | 62%[activator] | -7% | -2%
CCC(C)(C)n1nnnc1C(C(C)C)N1CCC(C(N)=O)CC1 (centres undefined)
  -10%[10 µM] | -1% | 10% | -6% | 6% | -1% | -11%[38.3 µM]
Cc1cccc(NC(=S)NCc2ccncc2)c1C
  / | 7% | 9% | ? | 10% | -4% | -3%
O=C(CN1CCCC1)NCC12CC3CC(CC(C3)C1)C2
  -22%[0.074 µM] | 24% | 5% | 0% | -3% | -14% | 5%[38.3 µM]
CCCCC1(C)Nc2ccccc2-c2nc3ccccc3n21 (centres undefined)
  -11% | -4% | 8% | ? | 10% | ? | -9%[38.3 µM]
CCOc1ccc(C(=O)Nc2ccccc2C(=O)O)cc1
  -82%[inhibitor][10 µM] | 0% | 12%[9.22 µM] | 13% | 2% | 2% | -5%
COc1ccc(N=C2SC(CC(=O)Nc3ccc(F)cc3)C(=O)N2Cc2ccco2)cc1 (centres undefined)
  21%[10 µM] | -10% | -4% | ? | 0% | -3% | 8%
CCOC(=O)N1CCc2c(sc(N)c2C#N)C1
  -3%[10 µM] | ? | -6%[9.22 µM] | / | 3% | -2% | /
Cc1ccc(C(C(=O)NC2CCCC2)N(Cc2cccnc2)C(=O)c2snc(C(N)=O)c2N)o1 (centres undefined)
  -8% | 13% | -8% | -4% | / | 8% | /
CC(=O)OCCCN1c2ccccc2Nc2nnc(-c3ccccc3)cc21
  -58%[inhibitor] | -1% | 2% | 0% | 1% | -1% | 22%[38.3 µM]
O=C1c2cccc3c(N4CCCCC4)ccc(c23)C(=O)N1c1cccc(O)c1
  -66%[inhibitor] | 11% | ? | -15% | 69%[activator] | 3% | 0%
O=C(NNC1=C(C(=O)C(F)(F)F)CCC1)c1ccc(Cl)cc1
  -101%[inhibitor] | -8% | ? | 5% | 4% | 3% | -7%[38.3 µM]
COC(=O)CCC(=O)Nc1cccc(C(=O)Nc2cccc(Cl)c2)c1
  -4% | -5% | 7% | -13% | -39% | 2% | 21%[38.3 µM]
CC(C)C(C)C
  -4% | / | / | / | 6% | -12% | 12%
COc1ccc(NC(=O)N(CCc2ccccc2)Cc2cc3c(C)cc(C)cc3[nH]c2=O)cc1
  -72%[inhibitor] | -5% | -26% | -12% | 4% | 3% | 42%[activator][38.3 µM]
COc1ccc(N2CCN(C(=O)C(=O)c3c(C)n(C)c4ccccc34)CC2)cc1
  -9% | 1% | -12% | -8% | 7% | / | -6%
Nc1ccc(Cc2nc3c(ccc4ccccc43)[nH]2)cc1
  4% | 5% | -13% | ? | 18% | 6% | 0%[38.3 µM]
Cc1nc2ccccn2c1C(=O)/C=C/c1cccc([N+](=O)[O-])c1
  ? | 16% | 1%[9.22 µM] | 12% | -16% | -12% | 3%
CC(C)[C@H](NC(=O)C1(c2ccccc2)CCN(C(=O)OC(C)(C)C)CC1)C(=O)O
  -6%[0.074 µM] | 3% | 3% | 12% | / | -11% | /
CCn1cc([N+](=O)[O-])c(C(=O)Nc2cc(C)on2)n1
  -10% | -2% | 14% | -1% | 12% | 3% | -3%[38.3 µM]
O=C(CN1C(=O)C2CC=C(Cl)CC2C1=O)N1CCOCC1 (centres undefined)
  -32%[10 µM] | -4% | ? | 1% | 0% | 3% | 3%
O=C(CN1CCOc2ccccc21)N1CCCC1
  -10% | 6% | 16% | -3% | 3% | 4% | 8%
O=C(c1c(F)cccc1F)N1CCN(c2ccccc2F)CC1
  -34% | 9% | -25% | -3% | 0% | -17% | 3%[38.3 µM]
CCC(=O)N1CCN(c2ccc(NC(=O)COc3ccccc3Cl)cc2)CC1
  -10% | 1% | 1% | 4% | -8% | -16% | 11%[38.3 µM]
CCOc1ccc(CCNC(=O)c2ccc(CNS(=O)(=O)c3ccccc3)cc2)cc1OCC
  10%[10 µM] | 11% | -12% | 1% | -2% | -3% | 12%
O=C(CSc1ccc(-c2ccc(F)cc2)nn1)N1CCCCC1
  -6% | 6% | 4% | ? | 8% | 0% | -9%[38.3 µM]
CCCCN(C(=S)Nc1cccc(SC)c1)C1CCN(C(C)=O)CC1
  -9% | 0% | -4% | 4% | 2% | 1% | 0%
COC(=O)N1[C@H](C)C=C[C@]1(Cc1ccccc1)C(=O)NCc1ccccn1
  7% | / | / | / | 4% | 7% | -1%
Cn1c2c(c(=O)n(C)c1=O)C(C(F)(F)F)(C(F)(F)F)N=C(CCC1CCCCC1)N2
  / | -4% | ? | ? | -5% | 0% | 9%
CCn1c(SCC(=O)NC(=O)NCc2ccco2)nnc1-c1cccs1
  -20% | 3% | -27% | -8% | 2% | -3% | 0%[38.3 µM]
COc1ccc(OCC#CCN2CC(C)OC(C)C2)cc1 (centres undefined)
  / | 19% | 14% | 6% | -2% | -7% | 4%
CCN(CC)c1ccc(NC(=O)c2cccnc2)c(C)c1
  -1% | 0% | 4% | 3% | -26% | -10% | 14%[38.3 µM]
CCc1ccc(-c2cc(C(=O)NN3CCOCC3)c3ccccc3n2)s1
  -12%[10 µM] | -1% | 11% | ? | 23% | 1% | -10%
N#C/C(=C/c1cn(-c2ccccc2)nc1-c1cccc(S(=O)(=O)N2CCOCC2)c1)C(=O)NCc1ccco1
  9%[10 µM] | 3% | -5% | 10% | 5% | 2% | -17%
O=C(O)c1cccc(CSc2ncn[nH]2)c1
  -2%[10 µM] | 0% | -4%[9.22 µM] | / | -6% | -9% | /
COC(=O)c1cc(OC)c(OC)cc1NC(=O)C1CCCO1 (centres undefined)
  -7% | -5% | 18% | -5% | 3% | 4% | 37%[38.3 µM]
O=C(OCC(=O)N(C1CCCCC1)C1CCCCC1)c1ccncc1
  10% | -4% | 0% | -8% | -17% | -10% | 19%[38.3 µM]
Cc1ccnc(NC(=O)c2ccc3c(c2)OCO3)c1
  -74%[inhibitor][10 µM] | 8% | 15%[9.22 µM] | -7% | -3% | 4% | 1%
O=C(C(NS(=O)(=O)c1cccs1)c1ccccc1)N1CCN(c2ccccc2F)CC1 (centres undefined)
  -9% | -5% | -8% | ? | 7% | 0% | 38%[38.3 µM]
CC(=O)Nc1ccc(S(=O)(=O)Nc2cccn(Cc3ccc(C)cc3)c2=O)cc1
  23%[10 µM] | -7% | 2%[9.22 µM] | -10% | 9% | -4% | 3%
Cn1c(=O)c2[nH]c(CCCc3ccc([N+](=O)[O-])cc3)nc2n(C)c1=O
  -12%[10 µM] | / | / | / | -5%[14.2 µM] | / | 1%
CCOC(=O)/C=C1\SCC(=O)N1CC(=O)N1CCOCC1
  -9% | 3% | -2% | 5% | 2% | 7% | 0%
CC(=C/C=C/C(C)=C/C=C/C=C(C)/C=C/C=C(C)/C=C/C(=O)O)/C=C/C(=O)O
  -6% | / | / | / | 16% | -10% | -4%
O=C(O)CSc1nnc(Cc2ccccc2)n1-c1ccccc1
  -13%[0.074 µM] | 3% | 5% | -16% | 14% | 2% | 24%[38.3 µM]
c1ccc(OCc2nnc3sc(-c4cccs4)nn23)cc1
  -9%[10 µM] | 3% | -17% | -3% | 1% | 11% | -1%[38.3 µM]
CC(C)CC(c1nnnn1C1CCCC1)N1CCN(C(=O)c2ccco2)CC1 (centres undefined)
  -5%[10 µM] | -5% | 0% | -12% | -10% | -3% | 36%[activator][38.3 µM]
Cc1nc(N2CCC(C)CC2)c2c(C)c(C(=O)O)sc2n1
  -15%[1.9 µM] | 21% | ? | ? | 23% | 10% | ?
COc1cccc(Nc2ccc(-n3ccnc3)nn2)c1
  14%[10 µM] | -10% | -4%[9.22 µM] | / | 8% | 3% | -10%
CC1CC(C)CN(CCCSc2ccccc2)C1 (centres undefined)
  / | -1% | 0% | -4% | -2% | 13% | 20%
O=S(=O)(Cc1ccccc1)N1CCn2c(nc3ccccc32)C1
  9% | 6% | 25% | -17% | 1% | 0% | -1%[38.3 µM]
CCC(C)NC(=O)CN1C(=O)NC2NC(=O)NC21 (centres undefined)
  8%[10 µM] | -4% | 6%[9.22 µM] | / | -1% | 1% | /
O=c1[nH][nH]c(-c2ccccc2)c1C=Nc1ccc(F)cc1F
  -13% | -5% | 8% | -5% | -2% | / | -7%
CN1CCC(N(C)CC(O)c2ccccc2)CC1 (centres undefined)
  27%[10 µM] | -1% | 19% | -9% | -7% | -14% | 9%
O=C(NCCc1c[nH]c2ccccc12)C(=O)NCC1OCCN1S(=O)(=O)c1ccccc1 (centres undefined)
  -9% | 4% | -13% | -14% | 8% | 0% | 4%
Cc1cc(S(=O)(=O)NC2CCCCC2)ccc1OCC(=O)NCc1ccccn1
  3%[1.9 µM] | -4% | -21% | ? | 29% | -10% | 49%[activator][38.3 µM]
COc1ccc(CN(C(=O)c2ccc3c(c2)OCCO3)C(C(=O)NC2CCCCC2)c2ccc3ncccc3c2)cc1 (centres undefined)
  -8% | -3% | 9% | -8% | 1% | -4% | 5%[38.3 µM]
O=C(CSc1n[nH]c(-c2ccccc2)n1)Nc1ncccn1
  -14% | 22% | 2%[9.22 µM] | 6% | 15% | 1% | 8%
Cc1nc2c(C#N)cnn2c2c1CCNN2C
  8% | ? | 9% | -2% | 7% | -2% | 3%
Cc1c(C(=O)Nc2nc3ccccc3[nH]2)oc2c(Cl)cccc12
  -4%[1.9 µM] | 14% | -14% | 1% | -10% | 5% | -4%

Going on with the list.
Fields: HTT ATP protect | GAA glycogen mod | HTT aggregate | GAA inh | GoLoco inh red | GAA spleen mod | IMPase Li cell
CC(NC(=O)c1cc2c(s1)CCCC2)C(C)(C)C (centres undefined)
  11% | -3% | 0% | 1% | -5% | 4% | 11%[38.3 µM]
C=CCNC(=S)NNC(=O)c1cccn(Cc2cccc(Cl)c2)c1=O
  0% | -26% | 6% | -7% | 7% | -2% | 7%[38.3 µM]
Cc1ccc(C(=O)c2ccc(C)cc2)cc1
  8%[10 µM] | 5% | 4% | 3% | 1% | 5% | 4%
Cc1cccc(OCC(=O)N=Nc2c(O)[nH]c3ccc([N+](=O)[O-])cc23)c1
  11%[10 µM] | -16% | 21%[9.22 µM] | / | -10% | 0% | /

Assay outcomes deposited in PubChem BioAssay by National Center for Advancing Translational Sciences (NCATS).

A portion of the library. The share of hits here may be higher or lower than overall.
